Screening data from PubChem BioAssay.
EPAC1 ag = agonists of human EPAC1. O95398. EPAC1 agonist qHTS, biochemical assay; response scale: 100% = response to 6.5 mM cAMP. Potency, µM (series often up to 154 µM), for inactives: at the highest dose activation, most hits filed as activators. 360,000 compounds, 0.073% hits. AID 720707; note: potency is the fitted concentration of half-maximal effect; nearly all actives have a fitted effect of over 60% in size
Target sequence (O95398 whole entry, looked up): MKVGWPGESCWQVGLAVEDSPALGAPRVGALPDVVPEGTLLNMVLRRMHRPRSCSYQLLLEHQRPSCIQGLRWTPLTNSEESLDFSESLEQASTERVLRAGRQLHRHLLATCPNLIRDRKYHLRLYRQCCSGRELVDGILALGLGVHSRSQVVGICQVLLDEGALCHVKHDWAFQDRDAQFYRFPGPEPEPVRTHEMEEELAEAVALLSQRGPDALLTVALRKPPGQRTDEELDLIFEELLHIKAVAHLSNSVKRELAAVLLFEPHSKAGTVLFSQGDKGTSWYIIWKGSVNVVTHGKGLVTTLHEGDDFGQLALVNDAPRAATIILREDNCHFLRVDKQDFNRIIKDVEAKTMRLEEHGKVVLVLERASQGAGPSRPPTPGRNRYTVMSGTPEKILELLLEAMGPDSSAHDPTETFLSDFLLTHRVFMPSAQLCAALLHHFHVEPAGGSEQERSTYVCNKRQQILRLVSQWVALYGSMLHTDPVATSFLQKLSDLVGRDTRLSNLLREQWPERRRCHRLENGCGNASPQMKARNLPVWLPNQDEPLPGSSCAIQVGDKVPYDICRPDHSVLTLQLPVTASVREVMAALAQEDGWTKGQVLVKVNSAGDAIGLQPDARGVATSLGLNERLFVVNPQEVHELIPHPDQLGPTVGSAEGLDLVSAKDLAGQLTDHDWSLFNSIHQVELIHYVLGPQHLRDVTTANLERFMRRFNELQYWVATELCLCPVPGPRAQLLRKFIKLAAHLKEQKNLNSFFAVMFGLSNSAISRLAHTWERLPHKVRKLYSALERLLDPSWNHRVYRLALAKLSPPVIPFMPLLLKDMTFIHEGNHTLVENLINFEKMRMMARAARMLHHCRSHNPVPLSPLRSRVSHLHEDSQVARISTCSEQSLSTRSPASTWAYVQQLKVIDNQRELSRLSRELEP
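Nucleotide exchange assay: 100 nM EPAC1 with 250 nM Rap1B loaded with BODIPY-GDP and 50 uM GDP, room temperature. Fluorescence (480/540 nm) read every 5 min for 30 min; signal change normalized to 6.5 mM cAMP as full agonist.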
EPAC1 antagonist = blocks human EPAC1 exchange factor; EPAC1 GEF assay, Rap1b-BODIPY-GDP exchange fluorescence; 360,000 compounds, 0.14% hits; Potency, µM (top dose mostly 115 µM), inactives show at the highest dose activity change, negative = inhibition, actives largely listed as inhibitors; AID 720709; O95398;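 note: potency is the fitted concentration of half-maximal effect; plate controls were vehicle for no effect and positive control for full effect; nearly all actives have a fitted effect of over 50% in size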
Abeta rescue = compounds reversing amyloid beta toxicity in yeast; yeast expressing A-beta42, growth rescue, OD600, 48 h; response scale: 0% DMSO, 100% iron-clioquinol control; Potency, µM (highest dose often 46.1 µM), inactives show at the highest dose growth rescue, usual class: activators; 410,000 compounds, 0.063% hits; AID 1347071; note: potency is the fitted concentration of half-maximal effect; nearly all actives have a fitted effect of over 55% in size
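Yeast A-beta toxicity model in growth medium with pinned compounds, 48 h at 30 C; growth read as absorbance at 600 nm. Normalized to FeCl3/clioquinol equimolar mix (positive) and DMSO (negative).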
IL2 activator = IL-2 activation; IL-2 activation reporter assay, cell-based qHTS; stimulated with anti-CD3/CD4/CD28 beads; in transgenic mouse T cells; activation, % (series mostly up to about 46 µM); 360,000 compounds, 0.065% hits; AID 652025; in the data active = activation above about 50%; inconclusive = mostly about 30% to 49%; note: 0% is about no effect
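Quantitative HTS in unstimulated transgenic mouse T cells, with memory T cells as non-tolerant control and PMA/ionomycin as tolerance-bypass control. Compound pretreatment lasted 60 minutes before 18 h bead stimulation; EGFP/DsRed fluorescence read.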
PI5P4Ka inh = blocks human PI5P4K alpha kinase activity | P48426 | PI5P4Kalpha enzyme, ADP-Glo luminescence, 60 min; hits give low values | 330,000 compounds, 1.2% hits | max response, %; active = max response of -50% or lower; inconclusive = between -30% and -50%; inactive = -30% or higher; note: value at the top dose of about 77 µM; % is set by controls: 0 for no effect and ±100 for the full control effect
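ADP-Glo luminescence end-point after a 60 min room-temperature kinase reaction. PI5P4Kalpha and substrate in HEPES pH 7.4 buffer with EGTA, 0.1% CHAPS and 5% DMSO; ATP at 5 microM final.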
FUS suppressor = FUS proteinopathy suppression in yeast; AID 1347120; Potency, µM (doses to about 76.6 µM), for the others: at the highest dose growth rescue (activation), actives largely listed as activators; S. cerevisiae FUS-expressing, growth rescue, OD600, 24 h; 390,000 compounds, 0.24% hits;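 note: potency is the fitted concentration of half-maximal effect; plate controls were DMSO vehicle for no effect and reference control for full effect; nearly all actives have a fitted effect of over 55% in size; some results filed as inactive show a strong effect at the top dose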
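Read-out: OD at 600 nm after 24hr at 30C, reporting rescue of FUS-induced yeast toxicity. Cells at OD 0.005 in galactose (2%) minimal medium; compounds tested in a dilution series; CP55940 titration from 92uM final as control.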
PLK1 PBD block = blocks phosphopeptide binding to human PLK1 polo-box domain; Plk1 PBD binding of FITC phosphopeptide, fluorescence polarization; Potency, µM, without a hit: max response, negative = inhibition, actives largely listed as inhibitors; 360,000 compounds, 2.8% hits; AID 720504; note: potency is the fitted concentration of half-maximal effect; series mostly up to about 57 µM; % is set by controls: 0 for no effect and ±100 for the full control effect; nearly all actives have a fitted effect of over 65% in size
WRN inhibitor = inhibitors of human WRN helicase; AID 651768; Potency, µM (doses to about 114 µM), inactives show at the highest dose activity change, negative = inhibition, actives largely listed as inhibitors; 360,000 compounds, 0.46% hits; WRN helicase unwinding, fluorescent forked duplex, kinetic; note: potency is the fitted concentration of half-maximal effect; % is set by controls: 0 for no effect and ±100 for the full control effect; nearly all actives have a fitted effect of over 55% in size
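WRN at 20 nM final was preincubated with compound for 15 min at room temperature; reaction started with 100 nM forked duplex oligonucleotide carrying fluorophore and quencher plus 2 mM ATP (final). Unwinding followed kinetically by red fluorescence (ex 525/em 598 nm).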
* = called active by the depositor; u = inconclusive; x = no result given; & = joins results of further samples; [ ] = remark or other dose. Unless noted, calls come from the whole dose curve; as a rule, active = well fitted curve in the direction sought with a large enough effect; inconclusive = small, poorly fitted or top-dose-only effect, or another doubt; inactive = no such curve, though single readings can be large; an effect the other way counts as inactive or inconclusive.

SMILES	EPAC1 ag	EPAC1 antagonist	Abeta rescue	IL2 activator	PI5P4Ka inh	FUS suppressor	PLK1 PBD block	WRN inhibitor
CCOC(=O)c1cc(-c2csc(COc3ccccc3Cl)n2)on1	-2%	-3%	7%	-4.5	1	5%	2%	0%
CN(C)S(=O)(=O)c1cccc(NC(=O)/C=C/c2ccccc2[N+](=O)[O-])c1	1%	13%	-3%	-2.6	-6	6%	-5%	3%
NS(=O)(=O)c1ccc2c(c1)C(=NO)c1cc(S(N)(=O)=O)ccc1-2	-6%	u	9%	-1.6	-8	-1%	-4%	19%
COc1ccc(C(=O)OC2CCCCC2CN(C)C)cc1 (centres undefined)	2%	19%	2%	0.2	1	-26%	1%	6%
O=C1CCC[C@@H]2C[C@@]3(C[C@@H]4CCN1[C@H]24)Nc1cc([N+](=O)[O-])ccc1NC3=NC1CCCCC1	-15%	-22%	-16%	1.9	4	-29%	-4%	-3%
CC(CCc1ccc(O)cc1)NCc1ccc(Cl)cc1Cl (centres undefined)	-5%	-11%	11%	-0.7	5	7%	-2%	-20%
CCOC(=O)/C=C/C(=O)Nc1ccc(S(=O)(=O)Nc2c(C)cc(C)cc2C)cc1	-9%	-10%	11%	-0.2	12	-11%	-11%	-5%
O=C(Nc1ccc2c(c1)OCO2)c1ccc(Cl)cc1Cl	9%	-7%	-19%	2.2	-2	-12%	-2%	-7%
COC(=O)c1ccc(OCC(O)CN(CC(C)C)CC(C)C)cc1 (centres undefined)	-31%[inhibitor]	-13%	3%	-0.4	-4	-24%	-7%	6%
O=C1c2ccccc2C(=O)N1OCCOCCOCCBr	2%	-11%	9%	-1.8	x	-21%	-1%	-7%
O=[N+]([O-])c1cc(Cl)cc(/C=N/Nc2nc3ccccc3s2)c1O	5%	-22%	-14%	-0.9	12	-13%	27µM*	6%[57.1 µM]
CCCCn1cnc2sc3c(c2c1=N)CCCC3	2%	15%	0%	-3.3	5	17%	-2%	-6%

Sorted by SMILES length (lowest first): some entries from above.
SMILES	EPAC1 ag	EPAC1 antagonist	Abeta rescue	IL2 activator	PI5P4Ka inh	FUS suppressor	PLK1 PBD block	WRN inhibitor
CCCCn1cnc2sc3c(c2c1=N)CCCC3	2%	15%	0%	-3.3	5	17%	-2%	-6%
O=C1c2ccccc2C(=O)N1OCCOCCOCCBr	2%	-11%	9%	-1.8	x	-21%	-1%	-7%
COc1ccc(C(=O)OC2CCCCC2CN(C)C)cc1 (centres undefined)	2%	19%	2%	0.2	1	-26%	1%	6%
CC(CCc1ccc(O)cc1)NCc1ccc(Cl)cc1Cl (centres undefined)	-5%	-11%	11%	-0.7	5	7%	-2%	-20%
O=C(Nc1ccc2c(c1)OCO2)c1ccc(Cl)cc1Cl	9%	-7%	-19%	2.2	-2	-12%	-2%	-7%
CCOC(=O)c1cc(-c2csc(COc3ccccc3Cl)n2)on1	-2%	-3%	7%	-4.5	1	5%	2%	0%
O=[N+]([O-])c1cc(Cl)cc(/C=N/Nc2nc3ccccc3s2)c1O	5%	-22%	-14%	-0.9	12	-13%	27µM*	6%[57.1 µM]
NS(=O)(=O)c1ccc2c(c1)C(=NO)c1cc(S(N)(=O)=O)ccc1-2	-6%	u	9%	-1.6	-8	-1%	-4%	19%
CCOC(=O)/C=C/C(=O)Nc1ccc(S(=O)(=O)Nc2c(C)cc(C)cc2C)cc1	-9%	-10%	11%	-0.2	12	-11%	-11%	-5%
CN(C)S(=O)(=O)c1cccc(NC(=O)/C=C/c2ccccc2[N+](=O)[O-])c1	1%	13%	-3%	-2.6	-6	6%	-5%	3%
O=C1CCC[C@@H]2C[C@@]3(C[C@@H]4CCN1[C@H]24)Nc1cc([N+](=O)[O-])ccc1NC3=NC1CCCCC1	-15%	-22%	-16%	1.9	4	-29%	-4%	-3%

Next results follow.
SMILES	EPAC1 ag	EPAC1 antagonist	Abeta rescue	IL2 activator	PI5P4Ka inh	FUS suppressor	PLK1 PBD block	WRN inhibitor
Cc1c(S(=O)(=O)Nc2cccc3ccccc23)c(=O)n(C)c(=O)n1C	6%	7%	-5%	-2.9	5	-2%	0%	-5%
CCOc1ccc(C(=O)Nc2ccc3c(c2)OCCO3)cc1[N+](=O)[O-]	-2%	-5%	-21%	4.6	1	6%	-7%	-2%
O=C(NN1C(=O)C2C3C=CC(C4CC34)C2C1=O)c1ccc(Br)cc1 (centres undefined)	-4%	-18%	12%	-0.8	-5	-6%	1%	-1%
CCN(CC)c1ccc2cc(C(N)=O)c(=N)oc2c1	89µM*	176%[activator]	-13%	6.0	1	3%	25%	u
COc1ccccc1N(C)S(=O)(=O)c1ccc(C(=O)Nc2ncc(C)s2)cc1	2%	-3%	3%	-3.1	8	x	0%	-11%
COc1ccc(C2SCC(C(=O)NCc3ccc(F)cc3)N2C(C)=O)cc1 (centres undefined)	-5%	-3%	12%	-0.5	0	-2%	-3%	3%
O=C(CSc1ccc(C(F)(F)F)cc1[N+](=O)[O-])NCCOc1ccccc1	-9%	-2%	7%	0.3	13	x	-23%	0%
CC[C@]1(C(=O)OC)[C@H]2C(=O)N(Cc3ccccc3)C(=O)[C@H]2[C@H]2CN=C(SCC3CC3)N21	-9%	0%	5%	0.1	6	-3%	-6%	-3%
NC(=O)c1ccc(NC(=O)C#Cc2ccccc2)cc1	3%	-12%	7%	-2.5	-1	1%	-10%	0%
COC(=O)c1nnn(CC(=O)NC(=O)Nc2c(C)cccc2C)c1C(=O)OC	-14%	13%	-4%&0%	-0.6	3	-1%	-13%	7%
CNc1c([N+](=O)[O-])cnn1-c1ccc(F)cc1	12%	2%	0%	-0.7	0	-14%	-2%	-4%
COc1ccc(-c2cn3nc(C)c(C)nc3n2)cc1OC	-10%	8%	7%	-0.5	1	u	-5%	1%
c1ccc(-c2cn(C[C@H]3CC[C@H](Cn4cc(-c5ccccn5)nn4)O3)nn2)nc1	-23%	12%	-13%	-2.5	-7	-7%	-29%	0%
CSCCC1NC(=O)N(CC(=O)Nc2c(Cl)cc(Cl)cc2Cl)C1=O (centres undefined)	5%	-6%	7%	-0.1	-24	10%	8.4µM*	10%
Cc1ccc(-c2n[nH]c(=S)n2/N=C/c2cccs2)cc1	-5%	-19%	0%	0.3	-7	x	-18%	-8%
COc1ccc(NC(=O)CS(=O)CC(=O)NC2CCCc3ccccc32)cc1 (centres undefined)	-4%	-2%	18%	1.3	0	6%	2%	-9%
COC(=O)[C@@]1(C(C)C)N=C(c2cc(OC)c(OC)c(OC)c2)[C@]2(O1)C(=O)N(C)c1ccccc12	9%	-5%	-6%	-0.5	0	18%	-12%	2%
COCCCNC(=O)C[C@@H]1C[C@@]2(C(=O)OC)CCCCC=C2N(Cc2ccco2)C1=O	-1%	5%	-14%	-0.7	-1	15%	-10%	3%
COc1ccc(CCNC(=O)C(=O)NCC2OCCN2S(=O)(=O)c2ccc(OC)cc2)cc1 (centres undefined)	-4%	4%	11%	-2.1	-9	14%	-11%	5%
COc1ccccc1N1CCN(C(=O)CCCN2C(=O)c3cccc4cccc(c34)C2=O)CC1	-3%	-21%	-39%[inhibitor]	-1.9	-5	45%	-11%	-24%[57.1 µM]
O=C(Nc1nc(-c2cccnc2)cs1)c1ccccc1F	7%	-1%	7%	-5.7	-5	3%	-15%	-1%
O=C(c1ccc(Cl)c(F)c1F)N1CCOCC1	8%	-2%	2%	0.7	x	-12%	-9%	-3%
Cc1ccc(S(=O)(=O)N2CCOC23CCN(C(=O)c2cc(Cl)ccc2Cl)CC3)cc1	-2%	-18%	-10%	-1.2	-1	-3%	1%	-9%
COc1ccccc1C1CC(c2ccccc2)Nc2ncnn21 (centres undefined)	1%	-4%	7%	-0.5	x	5%	2%	-1%
CCSc1nnc(NC(=O)CSc2nnc(Cc3cccn3C)n2CCc2ccccc2)s1	2%	2%	0%	-0.3	x	u	-11%	-12%
CCCCN(C)C(=O)c1ccc2c(c1)S(=O)(=O)c1ccccc1C2=O	-16%	-5%	-17%	-3.0	4	3%	3%	-1%
CC1CCN(S(=O)(=O)c2ccc(C(=O)OC(C)C(=O)N(C)C3CCCCC3)cc2)CC1 (centres undefined)	11%	-20%	-2%	-0.3	-5	3%	-2%	3%
Cc1noc(C)c1CSc1ccccc1C(=O)O	-6%	-9%	1%	-2.1	-2	-6%	5%	-1%
Cc1cc(Nc2cccc(Cl)c2C)n2ncnc2n1	15%	21%	8%	-0.9	-3	-11%	-6%	-7%
OCCN(CCO)c1ccc(C(c2ccccc2Cl)c2ccc(N(CCO)CCO)cc2Cl)c(Cl)c1	2%	-19%	6%	-5.2	0	x	7%	-2%
CN=Cc1nc(-c2ccccc2)oc1O	16%	-1%	-8%	-0.5	-13	-6%	-11%	6%
Cc1cc(NS(=O)(=O)c2ccc(NC(=O)CSc3nc4sc(C)c(C)c4c(=O)[nH]3)cc2)no1	4%	-19%	-14%	0.8	-23	4%	-19%	-8%
Cc1ccc(Nc2nc(-c3sc(NC(=O)c4ccccc4)nc3C)cs2)cc1	-14%	5%	-20%	0.2	-2	u	u	3%
COCCCn1c(=S)[nH]c2sc3c(c2c1=O)CCCS3	8%	0%	-4%	-1.3	-8	4%	-16%	-2%
C/C(=C\C(=O)O)C(=O)Nc1nccs1	5%	-4%	10%[9.22 µM]	-3.5	-2	-35%	-1%	-13%
CCCCCCSc1ncc(C#N)c(N)n1	0%	-21%	7%	-2.5	11	5%	-1%	-13%
CCCNC(=O)Cn1c(=O)/c(=C\c2ccc(-c3cccc([N+](=O)[O-])c3)o2)s/c1=C\C(=O)C(C)(C)C	-27%	8%	6%	2.0	-12	38%	-18%	-32%[57.1 µM]

Compounds as they come. Share with any hit: about 4.1%.
